# Rtt109 HAT inh: inhibitors of C. albicans Rtt109/Vps75 HAT, primary screen, biochemical, ThioGlo CoA-SH fluorescence, plate reader. inhibition, % at 34.9 µM. purified Rtt109/Vps75, 4 h. hit rate 0.16% among 330,000. Histone acetyltransferase RTT109 (Candida albicans (strain SC5314 / ATCC MYA-2876)), …. AID 540336, 2011;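 active means inhibition of at least 50% in every replicate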
# Target sequence (Q5AAJ8 whole entry, looked up): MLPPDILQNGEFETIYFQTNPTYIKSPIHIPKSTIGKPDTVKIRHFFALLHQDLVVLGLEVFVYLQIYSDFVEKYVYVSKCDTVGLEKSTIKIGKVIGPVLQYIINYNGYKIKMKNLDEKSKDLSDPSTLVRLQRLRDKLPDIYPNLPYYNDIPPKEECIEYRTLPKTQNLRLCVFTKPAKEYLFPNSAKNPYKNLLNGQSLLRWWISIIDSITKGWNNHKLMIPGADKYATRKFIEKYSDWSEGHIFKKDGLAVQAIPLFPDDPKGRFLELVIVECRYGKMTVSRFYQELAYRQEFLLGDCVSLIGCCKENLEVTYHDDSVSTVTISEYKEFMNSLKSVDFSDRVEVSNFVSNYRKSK
# C-LANA FP: inhibitors of KSHV C-LANA binding to DNA, primary screen, biochemical, fluorescence polarization, FAM-LBS DNA, MBP-C-LANA, single point; hit rate 0.078% among 340,000; AID 504423, 2011; Kaposi's sarcoma herpesvirus LANA C-terminal domain (residues 932-1162) DNA binding; inhibition, % at 9 µM;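 active means highest replicate inhibition at or above 60% at 9 µM, even if other replicates fall short; inactive means all replicates below 60% inhibition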;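 further: 0% = neutral control wells and 100% = 4 µM acridine orange control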
# PKA-R2B activ: activators of PKA-R2B holoenzyme, primary screen, biochemical, fluorescence polarization, Cy5-IP20, human; PKA-R2B holoenzyme dissociation; R2B truncated from residue 108, S112A mutant; 0% DMSO only, 100% 113 µM cGMP; activation, % at 11.4 µM; hit rate 0.079% among 340,000; AID 504700, 2011;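 active means activation above a cutoff set at the mean over all compounds plus 3 SD, cut at about 18% in these data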;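 further: higher means more holoenzyme dissociation and a rise in polarization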
# Target sequence (P31323 whole entry, looked up, other chains not shown, the tested form may be a part): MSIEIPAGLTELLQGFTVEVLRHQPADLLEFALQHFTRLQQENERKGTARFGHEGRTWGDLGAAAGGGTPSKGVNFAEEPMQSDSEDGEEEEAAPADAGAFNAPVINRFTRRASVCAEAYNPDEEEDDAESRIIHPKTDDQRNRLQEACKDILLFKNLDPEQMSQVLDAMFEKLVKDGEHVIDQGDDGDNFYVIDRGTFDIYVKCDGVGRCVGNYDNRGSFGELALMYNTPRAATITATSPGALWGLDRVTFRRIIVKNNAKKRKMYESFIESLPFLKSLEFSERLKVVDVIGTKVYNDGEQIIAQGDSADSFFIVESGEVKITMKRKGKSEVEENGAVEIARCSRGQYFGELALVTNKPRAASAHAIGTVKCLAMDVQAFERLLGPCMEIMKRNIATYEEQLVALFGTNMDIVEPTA
# CAL PDZ FP-1: CAL PDZ peptide-binding inhibitors, primary screen, biochemical, fluorescence polarization, Cer-tagged CAL PDZ, HTS | inhibition, % at 20 µM | AID 504414, 2011 | purified CAL PDZ, TMR-peptide fluorescence polarization, 1 h | hit rate 0.02% among 330,000;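 active means highest replicate inhibition of at least 40%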;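 further: plate controls were DMSO neutral control wells for no effect and unlabeled competitor peptide control wells for full effect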
#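 System: tagged CAL PDZ domain. Schedule: 1 h room-temperature incubation prior to read. Signal: fluorescence polarization (mP). Measure: percent inhibition from loss of millipolarization.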
# Cardiac RTF inh: cardiac RTF calcium sensitivity inhibitors, primary screen, biochemical, IANBD-TnC fluorescence, EC70 calcium; Troponin I, cardiac muscle (Homo sapiens) + Troponin T, cardiac muscle (Homo sapiens) + …; IANBD-labeled cardiac RTF, Ca2+ fluorescence; inhibition, % at 7.15 µM; hit rate 0.12% among 340,000; AID 493244, 2011;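 active means inhibition above the mean inhibition of all tested compounds plus 3 SD, cut at about 17% in these data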;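 further: assay run at fixed EC70 calcium of 1.6 mM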
# CAL PDZ FP-2: untagged CAL PDZ binding inhibitors, primary screen, biochemical, fluorescence polarization, HTS | Golgi-associated PDZ and coiled-coil motif-containing protein (Homo sapiens), Q9HD26 | purified CAL PDZ, TMR-peptide fluorescence polarization, 1 h | inhibition, % at 24.9 µM | hit rate 0.92% among 300,000 | AID 602252, 2012;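 active means mean inhibition of at least 30% with at least half of replicates also reaching 30%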;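 further: 0% = DMSO neutral control and 100% = excess unlabeled competitor peptide PRC23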
# RTF Ca sens act: cardiac RTF calcium sensitivity activators, primary screen, biochemical, IANBD-TnC fluorescence, EC20 calcium; AID 493008, 2010; activation, % at 7.2 µM; IANBD-labeled TnC RTF fluorescence at EC20 calcium; 0% EC20 calcium, 100% full calcium; Troponin I, cardiac muscle (Homo sapiens) + Troponin T, cardiac muscle (Homo sapiens) + …; hit rate 0.24% among 340,000;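 active means activation above the mean over all tested compounds plus 3 SD, cut at about 30% in these data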;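 further: rise in fluorescence read as greater calcium sensitivity of cardiac thin filaments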
# Keap1 Nrf2 FP: Keap1-Nrf2 protein-protein interaction inhibitors, primary screen, biochemical, fluorescence polarization, single point; Kelch-like ECH-associated protein 1 (Homo sapiens), Q14145; Keap1 Kelch-Nrf2 peptide fluorescence polarization, 1536-well; inhibition, % at 9.4 µM; hit rate 0.15% among 340,000; in the data active means inhibition above about 12%;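 further: human Keap1 Kelch domain with fluorescein labeled Nrf2 9mer peptide probe; 0% = neutral control wells and 100% = peptide positive control; higher means more block of Keap1 binding to Nrf2 peptide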
# DAGLB inh: DAGLB lipase inhibitors, primary screen, biochemical, fluorescence, HTS. hit rate 0.059% among 340,000. HEK293T DAGLB membrane lysate, EnzChek fluorogenic substrate. inhibition, % at 5.17 µM. AID 504411, 2011. Diacylglycerol lipase-beta (Homo sapiens), Q8NCG7; in the data active means inhibition above about 34%;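 further: 0% = enzyme with vehicle and 100% = wells lacking enzyme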
# SR-BI uptake up: activators of SR-BI mediated DiI-HDL uptake, primary screen, ldlA[mSR-BI] CHO cells, DiI fluorescence; 3 h; 100 = double the neutral-control signal; activation, % at 12.5 µM; hit rate 0.096% among 320,000;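 active means mean replicate activation of at least 60% and every replicate at or above 60%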;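 further: 0% = median plate neutral-control signal and 100% = twice that signal; values of inactives mirror those of a sister screen read the other way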
#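 Test system: SR-BI-overexpressing, LDLR-lacking CHO cells; Medium: Ham's F12 with 0.5% BSA, HEPES 25 mM, pH 7.4; Schedule: 3 h, 37 °C; Technique: bottom-read fluorescence, 550/595 nm.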
# An asterisk follows results filed as active; . = not tested or not shown. Compounds were not picked by outcome; any-hit rate near 1.6%.
SMILES,Rtt109 HAT inh,C-LANA FP,PKA-R2B activ,CAL PDZ FP-1,Cardiac RTF inh,CAL PDZ FP-2,RTF Ca sens act,Keap1 Nrf2 FP,DAGLB inh,SR-BI uptake up
CCN1C(=O)[C@H]2[C@@H](c3ccc(OC)cc3)N3C(=O)CN(Cc4ccccc4)C(=O)[C@@]3(C)[C@H]2C1=O,-16.1,0.0,4.2,0.3,8.6,-2.2,1.4,-1.8,-1.6,27.3
O=C(NNC(=S)Nc1ccc(F)cc1)c1ccccc1OC(F)F,-4.2,2.0,5.0,.,-5.6,-2.3,5.4,0.7,-2.8,2.3
CCCCN(CC)CCNC(=O)CCNC(=O)Cn1ccc2ccccc2c1=O,-5.8,0.8,2.6,-1.3,-5.3,-0.6,1.8,-3.7,0.3,.
O=C(C[n+]1ccccc1)N/N=C/c1ccccc1C(F)(F)F,-4.0,0.8,3.8,1.1,-6.2,-1.0,1.9,-0.7,-0.5,-7.3
Cc1ccc(C(=O)N/C(=C\c2ccc(-c3ccc([N+](=O)[O-])cc3)o2)C(=O)NC2CCS(=O)(=O)C2)cc1 (stereo not drawn),1.0,2.6,-1.1,-2.5,2.3,-40.9,8.5,-0.6,1.1,.
Cn1cc(C(=O)C(=O)NC2CC2)c2ccccc21,-1.2,-0.3,-6.4,-0.6,-2.5,.,2.3,1.3,5.7,34.0
COc1ccc(CNC(=O)c2cccc(S(=O)(=O)N3CCN(c4ccc(F)cc4)CC3)c2)cc1,3.3,0.6,-16.7,-3.7,-4.5,-3.1,-14.1,-4.4,1.2,-13.2
Cc1cc(NC(=O)Cc2csc(-c3ccccc3)n2)ccc1Br,-4.0,1.3,-3.7,-0.9,-1.4,-5.0,-2.3,1.9,-17.4,3.7
Cc1csc(NC(=O)C2CCCCN2S(=O)(=O)c2ccccc2)n1 (stereo not drawn),-3.0,0.4,12.7,-2.5,8.7,-4.5,4.5,0.1,0.5,-4.6
CCCCOC(=O)c1ccc(NC(=S)NC(=O)c2ccco2)cc1,3.9,3.6,1.9,-0.6,-5.6,-2.7,-6.2,3.6,0.2,19.4
CC1CCc2c(c3ccccc3[nH]c2=O)O1 (stereo not drawn),9.8,1.7,-1.0,.,-6.5,0.3,-6.8,5.7,-0.4,20.5
Cc1cccc(C)c1OCC(=O)Nc1ccccc1C(=O)N1CCOCC1,6.2,-0.3,5.5,-1.5,-4.0,-4.0,-1.6,-1.2,0.7,-5.0
c1ccc(C(c2nnnn2Cc2cccs2)N2CCN(C3CCCC3)CC2)cc1 (stereo not drawn),-2.4,0.1,-7.5,-1.8,-18.0,-0.1,-3.2,-7.4,-1.6,57.1
O=C(COc1cccc(F)c1)NNC(=O)Cc1ccc(S(=O)(=O)N2CCOCC2)s1,0.2,0.6,1.5,-0.8,-8.8,3.1,1.1,-4.3,-1.2,19.4
CC(C)c1ccc(C2c3[nH]c4ccccc4c3C[C@H]3C(=O)N(c4ccccc4C(=O)N4CCC[C@@H]4C(=O)O)C(=O)N23)cc1 (stereo partly drawn),19.8,0.8,-4.3,-0.2,-1.9,-1.9,7.7,-2.5,4.1,12.6
COc1cc(/C=C/C(=O)c2cccc([N+](=O)[O-])c2)cc(OC)c1OC,2.7,-1.7,-4.1,-2.6,-7.7,0.5,0.1,-9.1,-0.1,-53.9
CCN(CC(=O)NC(=O)NCc1ccco1)Cc1ccccc1,-1.2,0.8,-13.7,-1.9,6.8,10.3,-7.0,0.9,1.5,5.3
CCOC(=O)C1=C(c2ccccc2)NC(=O)NC1c1ccc(O)c(Cl)c1 (stereo not drawn),-2.2,-0.5,-3.5,-0.3,-13.5,-4.0,4.1,3.9,2.6,16.2
Cc1cc(C(=O)Nc2sc3c(c2C#N)CCC(C(C)(C)C)C3)no1 (stereo not drawn),-0.2,0.1,-2.9,-1.5,-1.5,.,4.7,-6.7,0.2,11.5
CCOC(=O)c1cccc(NC(=O)c2cnc3ccccc3n2)c1,4.1,4.5,-0.1,-2.2,-4.5,-4.1,-2.4,2.5,-7.0,-18.5
CC(=O)N1c2ccc(S(=O)(=O)N(C)CC(=O)NCc3ccccc3)cc2CC1C (stereo not drawn),-0.2,1.2,-10.6,-0.3,-5.0,-1.7,-5.0,-1.3,-1.1,4.6
Cc1ccc(-n2c(=O)[nH]cc(C(=O)Nc3ccc4c(c3)OCO4)c2=O)cc1C,-4.8,0.6,-5.5,0.1,1.7,.,-4.8,-6.3,2.6,23.8
CC(C)OC(=O)Cn1c(=O)sc2ccccc21,.,0.4,0.8,-1.8,-0.7,0.7,-0.5,1.8,-1.1,8.8
Cc1ccc(C(=O)NCc2ccccn2)cc1NC1=NC2CS(=O)(=O)CC2S1 (stereo not drawn),-10.9,-1.5,-6.1,0.1,-4.4,-5.8,-2.2,6.9,2.8,31.7
O=C(CSc1nnnn1C1CCCCC1)NCCc1ccccc1,2.6,0.0,3.8,-2.9,-19.4,-1.1,-4.8,0.6,-3.6,9.5

# (more compounds)
SMILES,Rtt109 HAT inh,C-LANA FP,PKA-R2B activ,CAL PDZ FP-1,Cardiac RTF inh,CAL PDZ FP-2,RTF Ca sens act,Keap1 Nrf2 FP,DAGLB inh,SR-BI uptake up
Cc1ccc(-c2ccc(/C=N/n3cnnc3)o2)cc1,0.6,0.4,1.9,-0.6,-3.4,-4.1,-0.6,-1.3,-0.8,9.5
CC(C)c1nc(SCC(=O)NC(=O)NC(C)(C)C)n[nH]1,-4.2,-12.8,-4.2,0.0,1.4,17.3,-4.7,-4.6,-1.2,17.3
O=C(NCCCN1CCC(Cc2ccccc2)CC1)c1ccc2nc(N3CCOCC3)sc2c1,7.0,0.4,-1.0,-4.5,-7.2,-3.5,-4.6,2.5,-0.7,.
C=CC[C@@H](CC(=O)N[C@@H](CO)Cc1ccccc1)C(=O)N[C@H](C)COC(=O)[C@@H](CC=C)Cc1ccc(F)cc1,-1.4,0.4,-6.6,-1.0,-4.7,-3.1,-7.2,-6.3,0.7,-25.6
O=C(OCCOc1ccccc1Cl)c1cc(S(=O)(=O)N2CCCCC2)ccc1N1CCOCC1,2.2,-0.6,2.7,-0.1,-0.7,-1.2,-4.5,-5.9,-2.2,9.4
O=C(COC(=O)CN1C(=O)c2ccccc2C1=O)Nc1ncc(Cl)cc1Cl,1.2,-0.3,3.2,-0.3,-7.3,-2.4,0.7,-4.0,0.6,9.2
Cc1ccc(OCC(=O)Nc2ccccc2-c2ccccc2)cc1,0.3,-0.2,-2.7,-0.1,-13.9,-0.6,-3.9,3.1,-32.7,-43.5
S=C(NCc1ccco1)Nc1ccc(Br)cc1Cl,-4.0,-0.6,.,-2.0,.,2.0,.,-0.1,.,5.1
CN1C(=O)NC(c2ccc(O)cc2)C2=C1CN(c1cccc3ccccc13)C2=O (stereo not drawn),3.5,-0.1,-14.2,0.4,-3.9,-4.0,6.5,-7.7,0.8,-12.5
CCC(C)(C)C1CCc2nc3ccccc3c(C(=O)OC(C)C(=O)Nc3c(C)n(C)n(-c4ccccc4)c3=O)c2C1 (stereo not drawn),-0.7,0.2,-9.7,-0.3,-0.1,-4.9,1.9,-1.3,-0.4,-18.7
CN(Cc1ccccc1)c1ccc(S(=O)(=O)N2CCOCC2)cn1,4.4,-0.7,-8.5,0.1,0.9,0.2,0.9,-1.4,-1.7,-0.2
C/C(=N\NC(=O)Cc1cccc2ccccc12)c1ccncc1,7.3,0.9,1.9,-0.2,-13.2,-1.1,0.5,-0.5,-3.2,-7.8
O=C(CCN1C(=O)S/C(=C\c2ccc(F)cc2)C1=O)Nc1ccc(C(=O)O)c(O)c1,19.9,-1.5,-0.1,-3.0,-1.0,-4.1,-2.1,3.4,2.9,11.7
CCOC(=O)c1cc(-c2csc(COc3ccc(Cl)cc3)n2)on1,3.4,-2.3,-5.8,-1.1,1.9,-12.8,0.6,-0.6,-3.5,17.5
Fc1cccc(Cl)c1CNn1cn[nH]c1=S,-2.0,0.7,-18.6,-2.5,-1.1,-0.2,1.2,-0.1,2.4,16.1
CN1CCN(C(=O)C2CCC(C)(C(=O)O)C2(C)C)CC1 (stereo not drawn),3.9,-0.2,-7.9,-2.2,-0.5,-5.8,0.2,-2.2,-1.9,28.2
Cc1cc([N+](=O)[O-])nn1CC(=O)N/N=C/c1ccccc1F,-16.8,1.5,1.5,-1.0,-1.4,44.1*,1.6,1.0,0.4,13.2
Cc1ccccc1NC(=O)CSc1nc(N)c2c3c(sc2n1)CSC(C)(C)C3,-18.5,-1.6,-13.1,-1.6,-5.7,-3.0,2.0,-1.9,-5.0,-15.8
NC(=O)c1cccn1-c1ncc(C(F)(F)F)cc1Cl,6.6,0.6,-7.5,-0.8,3.6,-2.7,-4.0,-2.5,0.0,20.3
O=C(NC1CCCCC1)c1cccs1,3.9,0.4,-12.2,-2.3,-4.3,-0.1,0.2,-0.3,4.6,-22.1
O=C(CSc1nnc(NC(=O)C2CC(=O)N(c3ccc(F)cc3)C2)s1)NC1CCCC1 (stereo not drawn),-0.1,1.1,0.1,-2.3,-4.1,-1.3,-0.8,-2.4,7.8,7.4
O=C(NCc1cccnc1)Nc1cccc([N+](=O)[O-])c1,2.7,-3.0,9.7,0.3,-1.5,.,-2.6,-2.1,-1.0,13.2

# Exported with tabs: part of the list above.
Structure	Rtt109 HAT inh	C-LANA FP	PKA-R2B activ	CAL PDZ FP-1	Cardiac RTF inh	CAL PDZ FP-2	RTF Ca sens act	Keap1 Nrf2 FP	DAGLB inh	SR-BI uptake up
O=C(NCCCN1CCC(Cc2ccccc2)CC1)c1ccc2nc(N3CCOCC3)sc2c1	7.0	0.4	-1.0	-4.5	-7.2	-3.5	-4.6	2.5	-0.7	.
C=CC[C@@H](CC(=O)N[C@@H](CO)Cc1ccccc1)C(=O)N[C@H](C)COC(=O)[C@@H](CC=C)Cc1ccc(F)cc1	-1.4	0.4	-6.6	-1.0	-4.7	-3.1	-7.2	-6.3	0.7	-25.6
O=C(OCCOc1ccccc1Cl)c1cc(S(=O)(=O)N2CCCCC2)ccc1N1CCOCC1	2.2	-0.6	2.7	-0.1	-0.7	-1.2	-4.5	-5.9	-2.2	9.4

# Source: PubChem (several laboratories)
